Screening data deposited in PubChem BioAssay by National Center for Advancing Translational Sciences (NCATS).
Pf Dd2 growth: Plasmodium falciparum Dd2 growth inhibition. P. falciparum Dd2 growth, SYBR Green, 72 h. Potency, µM (top dose mostly 28.9 µM), without a hit: at the top dose activity, negative = inhibition, most hits filed as inhibitors. actives 4.3% (n = 120,000). AID 1347417; active = well fitted inhibition curve with a large enough effect; inconclusive = small, poorly fitted or top-dose-only effect; inactive = no such curve, though single readings can be large or run the other way;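 note: plate controls were DMSO vehicle for no effect and reference drug for full effect; nearly all actives have a fitted effect of over 65% in size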
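Infected erythrocytes (Dd2, 0.3% parasitemia, 2.5% hematocrit final) are added to compound in RPMI-1640/Albumax II medium, grown 72 h at 37C in low oxygen, then lysed with saponin/Triton-X containing SYBR Green and read by fluorescence.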
An asterisk follows results filed as active; i = inactive; ? = inconclusive; & = joins results of further samples; [ ] = remark or other dose. Potency is the fitted concentration of half-maximal effect. The list is partial; count on the stated rates, not on these rows.

SMILES	Pf Dd2 growth
O=C(O)CC1(CC(=O)N[C@H]2CO[C@H]3[C@@H]2OC[C@@H]3n2nnnc2Oc2ccccc2)CCCC1	21%
COc1ccc(OC)c(NC(=O)Cn2ccn(-c3ccc(OC)c(OC)c3)c(=O)c2=O)c1	58%[activator]
CN(C)c1nc(-c2ccncc2)nc2c1CCN(C(=O)Cc1n[nH]c(=O)[nH]1)C2	-20%
O=C(Cc1ccccc1)Nc1ccc([C@@H](O)[C@H]2COCC(=O)N2Cc2ccncc2)cc1	-25%[44.1 µM]
CN(Cc1ccccc1)C(=O)c1ccc2c(c1)N(Cc1ccccc1Cl)C(=O)c1ccccc1S2	?
CCN1CCN(CCNC(=O)c2cc(-c3ccc(C)cc3)cn2C)CC1	-10%
COc1ccc(NC(=O)N2[C@H]3CC[C@@H]2c2cncnc2C3)c(OC)c1	-12%
Cc1ccccc1-c1nc(CN2CCC(C(=O)NCCc3ccccc3)CC2)c(C)o1	i
O=C1Nc2ccccc2CC12CCN(Cc1cccs1)C2 (stereo not drawn)	?
CCCCC(=O)Oc1ccc2oc(-c3ccc(OC)cc3)cc(=O)c2c1	25%
COc1ccc(-n2nc(C(=O)Nc3cc(OC)c(OC)c(OC)c3)c(=O)n(C)c2=O)cc1	-5%
COc1ccc(-c2cnc3[nH]cc(CC(=O)N(C)C)c3c2)cc1	?
COCCN1C(=O)[C@@H]2C[C@@H](CN2C(=O)C2CCOCC2)Oc2ccccc21	27%[44.1 µM]
CCOc1cc2[nH]c(=O)n(Cc3ccc(C(=O)NCCN(CC)CC)cc3)c(=O)c2cc1OCC	-3%
O=C(C1CCCC1)N1CC2(CCCN(Cc3ccccn3)C2)Cc2ccccc21 (stereo not drawn)	?
CCC(CC)c1cc([C@H]2CN3CC[C@H]2C[C@@H]3CNC(=O)c2ccc(C)cc2)nc(-c2ccncc2)n1	?
O=C(Cc1ccc(Cl)cc1)Nc1ccc2nn(-c3ccc(Cl)cc3)nc2c1	16%
COc1ccccc1OCc1cc(C(=O)NC(CO)C(C)C)n[nH]1 (stereo not drawn)	-3%
COc1ccc(C(=O)c2oc3ccccc3c2NC(=O)COc2ccccc2)cc1	38%[activator]
Cc1noc(C)c1-c1cc(-c2ccccc2F)cn2cncc12	7.1µM*
Cn1cc(CN(C(=O)c2ccc3nc(-c4ccccc4)cn3c2)C2CC2)cn1	11%
CCOC(=O)c1cc2c(=O)n3ccccc3nc2n(Cc2ccco2)c1=NC(=O)c1ccc(C)c(C)c1	i
Cn1c(=O)c2sccc2n2c(CCCC(=O)NCc3ccccc3)nnc12	i
Cc1ccc2nc(C3CCCN(Cc4cccc(-c5cccnc5)c4)C3)[nH]c(=O)c2c1 (stereo not drawn)	6.3µM*
Cc1nc2c(-c3ccccc3)c(C)nn2c(C)c1CCC(=O)Nc1ccccc1F	i
Remaining list, next part.
SMILES	Pf Dd2 growth
CC[C@H]1CN(C(=O)c2ccc(F)cc2)CC[C@H]1CC(=O)NC1CC1	-1%[44.1 µM]
O=c1cc(-c2ccccc2)nc(SCc2nc(-c3ccc(Cl)cc3)no2)[nH]1	20%
COc1ccc(-c2cc(N3CCCN(C(=O)c4ccc(C)c(C)c4)CC3)n[nH]2)cc1	?
CCN1CCCNCC12CCOCC2	-10%
CCc1ccc2oc(C(=O)N(Cc3ccc(N(C)C)cc3)Cc3ccco3)c(C)c2c1	-17%
CCS(=O)(=O)NCCc1csc2nc(-c3ccc(OC)cc3)nn12	10%
Cc1cc(C)nc(Cn2nc(CC3CCNCC3)n(-c3ccccc3)c2=O)n1	2%
COCCn1c(C)cc(O)c(C(c2ccccc2)N2CCN(c3ccccc3F)CC2)c1=O (stereo not drawn)	i
COCCN1C[C@H]2CN(Cc3cccnc3)CCN2C1=O	25%[44.1 µM]
COc1ccc(-c2cc(-c3cnn(C)c3)cn3cncc23)cc1	?
Clc1ccc(C2Cn3nnc(-c4nc(-c5ccccc5Cl)no4)c3CO2)cc1 (stereo not drawn)	-9%
COc1cccc(CCC(=O)N2CCC(Cc3nc(-c4ccccc4)no3)CC2)c1	29%
COc1ccc(CCNC(=O)Cn2cc(C(=O)c3ccccc3)c(=O)c3ccc(C)nc32)cc1OC	?
CC(C)NC(=O)NCC1Cn2cccc2CN1C (stereo not drawn)	?
O=C(c1cn(C2CNC2)nn1)N1CCCC1	5%
Cc1ncccc1C(=O)N1CCC2(CC1)CC(N(Cc1ccc(F)cc1)C1CC1)CCO2 (stereo not drawn)	?
COc1ccc(CCNC(=O)CC(c2ccccc2OC)c2c[nH]c3ccccc23)cc1OC (stereo not drawn)	?
O=C1COc2ccc(-c3ccc4c(c3)OCO4)nc2CN1Cc1ccc(C(F)(F)F)cc1	?
COc1nccnc1NC1CCN(C(=O)c2cccc(C)c2)CC1	40%[activator][5.79 µM]
COC(=O)c1ccc(NC(=O)C(=O)NCC(c2cccnc2)N2CCc3ccccc32)cc1 (stereo not drawn)	?
CNS(=O)(=O)c1cn(CC(=O)N2CCN(c3ccc(OC)cc3)CC2)cc1S(=O)(=O)NC	17%
COc1ccc(-c2cc(-c3ccc(N4CCOCC4)nc3)cn3cncc23)cn1	?
CNC(=O)[C@@H]1C[C@H](Oc2ccccc2)CN1C(=O)c1ocnc1C	-13%
O=C(c1ccc(F)cc1)N1CCC(N2CC3CC(C2)[C@H]2CCCC(=O)N2C3)CC1 (stereo partly drawn)	3%
COc1ccc(CCNC(=O)c2ccc(Cn3c(SCC(=O)NCCC(C)C)nc4cc5c(cc4c3=O)OCO5)cc2)cc1OC	22%
The listing continues:
SMILES	Pf Dd2 growth
c1ccc(OCc2nc(C3CCCNC3)no2)cc1 (stereo not drawn)	5.6µM*
CCC(C)NC(=O)Cn1c(=O)n(Cc2ccc(C(=O)NCc3ccc(C)cc3)cc2)c(=O)c2ccccc21 (stereo not drawn)	?
OC(c1cc2n(n1)CCN(Cc1cc(C3CC3)on1)C2)C1CC1 (stereo not drawn)	2%
CCc1ccc(C2C(C(=O)Nc3ccc(Cl)cc3)=C(C)Nc3ncnn32)cc1 (stereo not drawn)	-19%
COC(=O)CNC(=O)c1nc(-c2ccccc2OC)c2cnccn12	10%
CCCCN(c1ccccc1)S(=O)(=O)c1cc2c3c(c1)C(C)C(=O)N3CCC2 (stereo not drawn)	i
CN(CC1CCOCC1)C(=O)c1ccc(Cl)s1	-18%
Cc1noc(C)c1C(=O)NC1CCCc2c1[nH]c1c(Cl)cccc21 (stereo not drawn)	-8%
Cc1ccc(CCNC(=O)c2cc3c(s2)-c2ccccc2OC3)cc1	-14%
CCCCN(CC)C(=O)CSc1nc2ccccc2c(=O)n1Cc1ccco1	?
O=C(c1ccccc1F)N1CCC12Cc1ccccc1NC2=O (stereo not drawn)	-10%[44.1 µM]
O=C(NCC1(COc2cccnc2)C[C@@H](O)[C@@H](O)C1)C1CCCC1 (stereo partly drawn)	10%[44.1 µM]
O=[S+]1([O-])NC2(CCN(Cc3cccnc3)C2)CNc2ccccc21 (stereo not drawn)	i
COC1C(=O)N(CC2CC2)C12CCN(S(=O)(=O)c1cccc3cccnc13)CC2 (stereo not drawn)	-7%
CCCn1ncc(NC(=O)c2cccc(CN3CCC[C@@H]3COC)c2)n1	?
C#Cc1cccc(C(=O)N2CCC(Cc3ccc(Cl)cc3)(C(=O)OCC)CC2)c1	?
O=C(Cn1cccc1-c1nc(-c2ccc(F)cc2)no1)NCc1ccc2c(c1)OCO2	-4%
Cc1cn2nc(-c3nc(C4CCCN(C(=O)c5cccs5)C4)no3)cc2c(=O)[nH]1 (stereo not drawn)	?
O=Cc1ccc(N2CCN(C(=O)c3ccncc3)CC2=O)cc1	0%
O=C(NCCc1cccs1)c1ccc(CN2C(=O)NC3(CCOCC3)C2=O)cc1	-3%
Fc1ccc(-c2nnc3ccc(NC4CCC4)nn23)nc1	?
C[C@H]1CN(C(=O)CCCc2ccccc2)C[C@@H]1c1nc(-c2ccccc2)no1	i
Cc1ccccc1NC(=O)N1CCC(CCNC(=O)Cc2ccsc2)CC1	-6%
COc1ccc(NC(=O)CNS(=O)(=O)c2cccs2)c(OC)c1	39%[activator]
c1ccc2[nH]c(CCCn3ccnc3-c3cc4n(n3)CCCNC4)nc2c1	9%

Random excerpt: two compounds from above
SMILES	Pf Dd2 growth
O=C(c1ccccc1F)N1CCC12Cc1ccccc1NC2=O (stereo not drawn)	-10%[44.1 µM]
O=C(NCCc1cccs1)c1ccc(CN2C(=O)NC3(CCOCC3)C2=O)cc1	-3%

Shown in markdown: part of the list above.
| Compound | Pf Dd2 growth |
| --- | --- |
| COC(=O)CNC(=O)c1nc(-c2ccccc2OC)c2cnccn12 | 10% |
| CCCCN(c1ccccc1)S(=O)(=O)c1cc2c3c(c1)C(C)C(=O)N3CCC2 (stereo not drawn) | i |
| CN(CC1CCOCC1)C(=O)c1ccc(Cl)s1 | -18% |
| Cc1noc(C)c1C(=O)NC1CCCc2c1[nH]c1c(Cl)cccc21 (stereo not drawn) | -8% |
| Cc1ccc(CCNC(=O)c2cc3c(s2)-c2ccccc2OC3)cc1 | -14% |

4 compounds out of the list, ordered by SMILES length, high to low:
SMILES	Pf Dd2 growth
Cc1cn2nc(-c3nc(C4CCCN(C(=O)c5cccs5)C4)no3)cc2c(=O)[nH]1 (stereo not drawn)	?
c1ccc2[nH]c(CCCn3ccnc3-c3cc4n(n3)CCCNC4)nc2c1	9%
CCCn1ncc(NC(=O)c2cccc(CN3CCC[C@@H]3COC)c2)n1	?
O=C(c1ccccc1F)N1CCC12Cc1ccccc1NC2=O (stereo not drawn)	-10%[44.1 µM]

(next part)
SMILES	Pf Dd2 growth
Cc1ccc(NC(=O)Cn2cc(S(=O)(=O)c3ccc(F)cc3)c(=O)c3cc4c(cc32)OCO4)cc1	-10%
Cc1cccc(N2CCN(C(=O)Cn3c(=O)c4cccn4c4ccc(F)cc43)CC2)c1C	3%
COc1ccccc1CNC(=O)c1ccc2nc(-c3ccccc3)c(-c3ccccc3)nc2c1	51%[activator]
COCCN(C)C[C@@H]1CN(C(=O)Cn2ncc3ccccc3c2=O)C[C@@H]1CO	13%
CC(C)(CC(=O)O)CC(=O)N1Cc2[nH]cnc2C[C@H]1c1nc(-c2ccc3ccccc3c2)no1	-27%
COc1ccc(-c2n[nH]c3c2CC(=O)N(Cc2ccccn2)C3)cn1	7%[44.1 µM]
N#Cc1cccc(CN[C@H]2[C@H](O)[C@H](O)C[C@@H]2c2cccnc2)c1	i
COc1cccc(-n2c(SCC(=O)c3ccc(Cl)cc3)nc3c([nH]c4ccccc43)c2=O)c1	i
O=C(NC1CCN(C(=O)N2CC3CC(C2)[C@H]2CCCC(=O)N2C3)CC1)c1ccncc1 (stereo partly drawn)	-20%
Cc1sc2c(c1C)c(=O)n(-c1ccc(Cl)cc1)c(=O)n2Cc1cc(=O)n2cc(Br)ccc2n1	i
Cc1ccc(C#N)c(N2CC[C@@H](c3ccc4c(c3)OCO4)[C@H](O)C2)n1	5%
CSc1ccc(CNC(=O)c2sc3ncnc(N(C)C4CCCCC4)c3c2C)cc1	-16%
CCC(=O)N1CCc2cc(Br)cc(S(=O)(=O)CCC(=O)N3CCN(c4ccccc4F)CC3)c21	?
O=[N+]([O-])c1cccc(-c2noc([C@@H]3C[C@@H](O)CN3Cc3cccnc3)n2)c1	-23%[44.1 µM]
CCOc1ccccc1CN1CCn2c(nnc2[C@@H]2C[C@@H](O)CN2Cc2cccnc2)C1	i
CCN1CC(c2ccccc2)CC2(CCN(C(=O)N3CCCC3)CC2)C1 (stereo not drawn)	-49%
Cc1ccc2nc(CO[C@H]3CN(C(=O)C4CCOCC4)C[C@H]3F)[nH]c2c1	i
c1coc(-c2nc3ncccc3[nH]2)c1	-3%&2%[44.1 µM]
Cc1ccc(CNC(=O)c2nc(SCc3ccc(F)cc3)ncc2Cl)cc1	-4%
CCOc1ccc(C(=O)NC2CCN(c3cn[nH]c(=O)c3)CC2)cc1	i
Cc1nn2c(c1-c1ccccc1[S+](C)(=O)[O-])N(CCC(C)C)CCC2	?
CN1CCN(CC(C)(CN)c2ccccn2)CC1 (stereo not drawn)	10%[44.1 µM]
CC(C)CCn1c(=O)c2sccc2n2c(CCCC(=O)NC3CCC(C)CC3)nnc12 (stereo not drawn)	5%
CCCSc1ncc(Cl)c(C(=O)Nc2c(C(=O)c3ccc(F)cc3)oc3ccccc23)n1	i
CC(=O)NC1CCCc2c1[nH]c1ccc(F)cc21 (stereo not drawn)	2%
Following part
SMILES	Pf Dd2 growth
COc1ccc(C(=O)N[C@@H]2CCC[C@@H]2C(=O)NCCC(C)C)cn1	-12%
COc1ccc(CN2CC[C@H](c3nnc(-c4ccccc4)o3)C2)cc1	?
COc1ccc(S(=O)(=O)N2CCCC(Cn3c(C4CC4)nc4cccnc43)C2)cc1 (stereo not drawn)	i
CN1[C@@H](CCC(=O)NCc2cccnc2)CNC(=O)[C@@H]2[C@H]1CCN2Cc1cccc(Cl)c1	2%
COc1ccc(NC(=O)C2=C(C)Nc3ncnn3C2c2sccc2C)cc1 (stereo not drawn)	i
CCN(CC)c1ccc(CN(C(=O)Cc2coc3ccc(C)cc23)C2CCS(=O)(=O)C2)cc1 (stereo not drawn)	13µM*
Cc1nc(CNC(=O)c2cc(S(N)(=O)=O)ccc2F)cc(=O)[nH]1	2%
O=C(C[C@H]1NC(=O)c2ccccc2NC1=O)NCCc1c[nH]c2ccc(F)cc12	-19%
CCOc1ccccc1NC(=O)c1cc2c(N3CCSCC3)nc(C)cn2n1	?
CCOc1ccc(CC(=O)NCCc2csc(-c3ccc(C(F)(F)F)cc3)n2)cc1	?
O=C1[C@@H]2C[C@@H](CN2Cc2cccc(Cl)c2)Oc2ccccc2N1CC1CC1	-11%[44.1 µM]
Cc1nn2c(-c3ccco3)ccnc2c1-c1ccc(Cl)cc1	41%[activator]
